# Screening results deposited in PubChem by several laboratories.
# ABHD4 inh – ABHD4 inhibitors, primary screen, biochemical, fluorescence polarization, mouse; (Lyso)-N-acylphosphatidylethanolamine lipase (Mus musculus), Q8VD66; purified mABHD4, FP-Rh probe fluorescence polarization; inhibition, % at 8.92 µM; 0.54% of 370,000 active; AID 720543, 2013;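 active means inhibition exceeding the mean over every tested compound plus 3 SD, cut at about 30% in these data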;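 further: 0% = plate median of compound wells and 100% = S159A mutant with DMSO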
#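 Material: mouse ABHD4 enzyme, wild type; Benchmarks: S159A mutant high control, sample median low control; Buffer or medium: HEPES pH 7.0, NaCl, Pluronic buffer; Signal: fluorescence polarization; Read-out: percent inhibition of probe binding, normalized to plate controls; Timing: pre-incubation 45 min, probe exposure 60 min, at 25 °C; Dosing: 8.92 µM, single dose.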
# NPR1 activator – GC-A stimulated cGMP production enhancers – HEK293 GC-A cells, cGMP TR-FRET, EC30 ANP, primary screen | Atrial natriuretic peptide receptor 1 (Homo sapiens), P16066 | 0% at EC30 ANP, 100% saturating ANP | activation, % at 10 µM | 0.14% of 370,000 active | AID 1671463, 2021; in the data active means activation above about 40%
# Target sequence (P16066 whole entry, looked up): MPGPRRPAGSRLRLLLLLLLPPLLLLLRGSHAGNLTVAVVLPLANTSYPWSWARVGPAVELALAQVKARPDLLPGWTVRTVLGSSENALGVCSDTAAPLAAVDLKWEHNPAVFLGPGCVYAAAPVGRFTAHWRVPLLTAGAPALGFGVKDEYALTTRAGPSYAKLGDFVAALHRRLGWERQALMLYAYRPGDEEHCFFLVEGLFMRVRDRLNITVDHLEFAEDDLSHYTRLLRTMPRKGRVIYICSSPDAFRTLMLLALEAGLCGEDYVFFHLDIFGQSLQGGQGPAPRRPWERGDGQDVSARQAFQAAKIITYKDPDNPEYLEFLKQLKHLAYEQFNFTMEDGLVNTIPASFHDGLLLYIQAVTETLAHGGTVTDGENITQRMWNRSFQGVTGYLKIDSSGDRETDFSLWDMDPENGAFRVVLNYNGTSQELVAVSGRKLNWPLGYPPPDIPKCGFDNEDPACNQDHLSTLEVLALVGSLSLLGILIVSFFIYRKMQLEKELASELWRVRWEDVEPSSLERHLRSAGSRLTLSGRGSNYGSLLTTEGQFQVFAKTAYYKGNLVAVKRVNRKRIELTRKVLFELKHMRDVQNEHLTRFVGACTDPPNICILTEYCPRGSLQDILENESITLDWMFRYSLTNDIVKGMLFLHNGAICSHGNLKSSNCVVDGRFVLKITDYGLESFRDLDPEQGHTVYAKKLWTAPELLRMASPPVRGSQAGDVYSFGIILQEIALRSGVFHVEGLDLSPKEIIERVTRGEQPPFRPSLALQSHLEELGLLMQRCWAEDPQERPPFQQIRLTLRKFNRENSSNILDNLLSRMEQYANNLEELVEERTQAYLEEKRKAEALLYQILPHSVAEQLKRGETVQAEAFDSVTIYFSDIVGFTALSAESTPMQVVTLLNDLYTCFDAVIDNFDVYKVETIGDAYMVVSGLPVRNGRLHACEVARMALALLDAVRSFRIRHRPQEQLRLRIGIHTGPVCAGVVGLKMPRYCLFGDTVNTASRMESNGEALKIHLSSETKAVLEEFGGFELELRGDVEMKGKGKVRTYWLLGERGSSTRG
# HTRA1 inh – HTRA1 serine protease inhibitors, primary screen, biochemical, fluorescence polarization, HTS; Q92743; recombinant HTRA1, FP-rhodamine activity-based probe; inhibition, % at 5.96 µM; 0.5% of 340,000 active; AID 504803, 2011; in the data active means inhibition above about 36%;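 further: 0% = enzyme with DMSO and 100% = wells lacking enzyme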
# ARFGAP1 inhibitor – inhibitors of rat ARFGAP1 GAP activity, primary screen, biochemical, fluorescence polarization, GDP tracer | ADP-ribosylation factor GTPase-activating protein 1 (Rattus norvegicus), Q62848 | Arfgap1-stimulated ARF1 GTP hydrolysis, GDP FP detection | inhibition, % at 16.5 µM | 0.26% of 360,000 active | AID 651572, 2012;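 active means inhibition above a per-plate limit, mean inhibition of low control wells plus 3 SD, cut at about 25% in these data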;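 further: 0% = DMSO wells with enzyme and 100% = wells lacking Arfgap1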
#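 Material: truncated rat Arfgap1 GAP domain; Incubation: compound-enzyme preincubation 20 min, reaction 120 min, detection 60 min, 25 °C; Read-out: percent inhibition of Arfgap1-stimulated GTP hydrolysis; Technique: FP, GDP Alexa 633 tracer displaced from anti-GDP antibody, 620/688 nm; Controls: No-Arfgap1 wells (100%) versus DMSO full-reaction wells (0%); Replication: single well per compound.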
# PG9 Ab binder – binders of HIV-1 gp120 antibody PG9, primary screen, biochemical, TR-FRET | TR-FRET gp120-PG9 antibody binding | HIV-1 gp120 / PG9 antibody interaction | inhibition, % at 6.7 µM | 0.43% of 360,000 active; in the data active means inhibition above about 8.5%
# rCAG binder – binders of r(CAG) RNA repeats, primary screen, biochemical, fluorescence. r(CAG) RNA repeat, TO-PRO-1 dye displacement fluorescence. AID 651821, 2012. 1.3% of 370,000 active. inhibition, % at 3 µM;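 active means inhibition above the plate cutoff, the mean of all test compounds on that plate plus 3 SD, cut at about 35% in these data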;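 further: 0% = DMSO alone and 100% = 100 µM mitoxantrone as full dye displacement; higher means more dye released from RNA so lower well fluorescence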
# SMARCA2 activ – SMARCA2 (BRM) function activators, primary screen, cell-based, luminescence, high throughput; MG213 cells, MMTV-luciferase reporter, dexamethasone, overnight; activation, % at 9.1 µM; 1% of 370,000 active; AID 652017, 2013; in the data active means activation above about 7.8%;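 further: 0% = vehicle wells and 100% = reference activator wells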
# NR1D1 modulator – modulators of Rev-erb alpha DNA binding, primary screen, biochemical, FITC-DNA, fluorescence polarization, uHTS; Nuclear receptor subfamily 1 group D member 1 (Homo sapiens), P20393; 0.79% of 370,000 active; activity, % at 10 µM; AID 1259318, 2017; Rev-erbα–FITC-DNA binding, 90 min;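 active means activity above about 14%, limit read from the data; passing the limit was not always enough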;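 further: 0% = DMSO wells with 35 nM protein and 100% = DMSO wells with 750 nM protein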
# ASAP1 GAP inh – inhibitors of human ASAP1 ArfGAP activity, primary screen, biochemical, fluorescence polarization | Arf-GAP with SH3 domain, ANK repeat and PH domain-containing protein 1 (Homo sapiens), … | ASAP1-stimulated ARF1 GTP hydrolysis, GDP FP detection | inhibition, % at 16.5 µM | 0.19% of 360,000 active; in the data active means inhibition above about 25%;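 further: 0% = vehicle with enzyme and substrate and 100% = no enzyme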
# NPR2 activator – human GC-B receptor activators, primary screen, HEK293 GC-B cells, cGMP TR-FRET, EC30 CNP; Atrial natriuretic peptide receptor 2 (Homo sapiens), P20594; 0% at EC30 CNP, 100% saturating CNP; activation, % at 10 µM; 0.11% of 370,000 active; AID 1920062, 2024;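 active means activation at 10 µM reaching about 35% in either raw or pattern-adjusted values, limit read from the data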
# Starred values were filed as active, the others as inactive; / = no result given.
SMILES,ABHD4 inh,NPR1 activator,HTRA1 inh,ARFGAP1 inhibitor,PG9 Ab binder,rCAG binder,SMARCA2 activ,NR1D1 modulator,ASAP1 GAP inh,NPR2 activator
COc1ccc2c(c1)C(=NO)c1cc(OC)ccc1-2,-13,-3,-18,20,3.1,10,4,3,10,-1
O=C(O)CC(c1ccc(Cl)cc1)N1C(=O)CCC1=O (configuration not stated),3,2,7,-7,-2.0,0,-2,-2,10,5
Cn1c(=O)c2c(SCc3cccnc3)nc(CC(C)(C)C)nc2n(C)c1=O,-3,10,-15,-3,-2.3,-1,0,5,-14,1
Cc1ccc(S(=O)(=O)N(CC(=O)NC2CC2)c2ccc(C)c(Cl)c2)cc1,-3,-12,5,17,0.8,-7,-1,2,-2,-8
Cc1ccccc1CN(C)C1CCN(C)CC1,2,4,11,-11,0.4,-1,-2,-2,-1,-2
Cc1c(Cc2ccccc2)c(=O)oc2c(C)c(OC(C)C(=O)N[C@@H](Cc3ccccc3)C(=O)O)ccc12 (some centres not stated),-9,-1,-56,-4,1.5,48*,-1,-2,6,3
COc1ccc(CN(C)C[C@@H]2OCc3cnnn3CCCC(=O)N([C@H](C)CO)C[C@H]2C)cc1,9,0,1,7,-0.4,1,-2,2,-8,0
COc1ccc(C(=O)CSc2nnc(CNC(=O)c3ccccc3)o2)cc1,3,2,0,12,8.4,-4,-1,2,0,1
CCOc1ccc(C(c2c(C)[nH][nH]c2=O)c2c(C)[nH][nH]c2=O)cc1OCC,-3,0,-1,-5,-2.8,5,0,1,-8,0
CC1(C)CC(=O)C(=Cc2cn(-c3ccccc3)nc2-c2ccc(Cl)cc2)C(=O)C1,-10,2,-4,-12,0.0,2,0,-2,0,13
CCOC(=O)[C@]12CCCC=C1N(CCc1ccc(OC)c(OC)c1)C(=O)[C@H](CC(=O)NCc1ccccc1)C2,10,3,/,10,-1.2,1,0,-6,9,2
C=CCNC(=O)C1CC(=O)N(c2ccc(OCC(=O)NCc3ccccc3)cc2)C1 (configuration not stated),-5,1,5,11,-1.4,-9,0,5,2,7
Cc1csc2nc3ccccc3c(=O)n12,1,2,-2,-4,-1.0,-1,-3,-8,-5,2
O=c1oc2ccccc2c(Cl)c1CN1CCCCC1,5,3,0,4,-1.1,1,1,-4,5,-1
O=C(COc1ccc(Cl)cc1)Nc1cc(S(=O)(=O)N2CCCCC2)ccc1N1CCCCC1,3,-1,-2,6,0.1,1,-3,0,-4,4
O=C(NNc1ccc([N+](=O)[O-])cc1[N+](=O)[O-])C1C2CCCCC21 (configuration not stated),5,0,10,10,-0.8,5,1,5,3,8
CCN(c1ccccc1)S(=O)(=O)c1ccc(Cl)c(C(=O)N(CC2CCCO2)C2CCS(=O)(=O)C2)c1 (configuration not stated),3,1,-1,3,-2.2,-7,2,1,3,4
CC(=O)c1ccc(N2CCN(C(=O)CNC(=O)c3ccc(Br)o3)CC2)cc1,5,-4,1,14,-1.7,2,0,-6,5,-3
CCOC(=O)Cn1cnc2c(nnn2-c2ccc(F)cc2)c1=O,2,-4,4,-3,-1.2,1,4,-2,1,-3
Cc1oc(-c2ccccc2F)nc1CS(=O)(=O)CC(=O)NC(C)CCc1ccccc1 (configuration not stated),2,-6,-13,4,0.3,-6,-2,-7,2,-5
CCOC(=O)CCSCC(=O)Nc1nnc(C)s1,-1,2,3,-5,-0.1,2,1,-2,11,-2
COc1cccc(NC(=O)n2ccc3ccc(-c4ccc5ccn(C(=O)Nc6cccc(OC)c6)c5c4)cc32)c1,-113,3,/,/,/,31,-3,5,/,12
O=C(CC1CCCCC1)Nc1c2c(nn1-c1ccc(F)cc1)CS(=O)(=O)C2,5,-2,3,7,0.8,-2,-1,-3,-3,4
CCCCN(C(=O)c1ccc(-c2ccc([N+](=O)[O-])cc2)o1)c1c(N)n(CC(C)C)c(=O)[nH]c1=O,0,-1,4,-3,-3.2,4,0,-3,0,0
Cn1nc(C(=O)Nc2cccc(S(=O)(=O)N3CCCC3)c2)c2ccccc2c1=O,-6,1,-6,-12,-0.3,7,3,3,11,-3
Cc1cccc(CN2CCC(CNC(=O)Cn3ncc4c([nH]c5ccccc54)c3=O)CC2)c1,-10,-4,8,-1,-0.5,2,-3,-2,-7,2
CC(Oc1ccccc1Cl)C(=O)Nc1ccc(S(=O)(=O)N2CCCC2)cc1 (configuration not stated),-9,0,-18,-1,2.2,-2,-1,-1,-2,5
CCOC(=O)c1c(NC(=O)COC(=O)c2ccc(NC(=O)CC#N)cc2)sc(C(=O)NC)c1C,-29,0,-35,1,0.1,22,-2,2,1,3
Cc1cc(C)n(C(=O)CNC(=O)c2cccc(Cl)c2)n1,-7,2,2,-2,-2.0,19,1,-6,-8,1
COC(=O)c1sc(C(F)(F)F)c(-c2ccccc2)c1S(=O)(=O)N1CCCC1,3,-10,1,6,-0.4,-11,0,24*,-11,-11
CC(=O)N1CCc2c1cccc2S(=O)(=O)NC(CC(C)C)C(=O)Nc1ccccc1C (configuration not stated),1,2,/,/,/,3,3,1,/,-5
O=C(CSc1nnc2ccccn12)NC(=O)c1ccccc1Cl,-6,0,6,-9,0.6,2,-3,-9,-8,6
Cc1c(C(=O)NCC2CCCO2)oc2ccccc12 (configuration not stated),-7,3,5,6,0.3,-1,0,2,-19,2
COc1ccc(CC(=O)Nc2cc(S(=O)(=O)N3CCOCC3)ccc2N2CCOCC2)cc1,4,0,-2,3,1.3,-2,-2,-3,1,2
Cc1nonc1OCCNc1ccc([N+](=O)[O-])cc1[N+](=O)[O-],4,-1,-4,-8,-0.3,-1,-2,0,6,-2
COc1ccc(Cl)cc1C(=O)OCC(=O)N1CCCC(C)C1 (configuration not stated),1,0,3,-3,-0.3,2,1,10,-7,-1

# Records listed above that bear a hit mark in NR1D1 modulator:
smiles	NPR1 activator	HTRA1 inh	ARFGAP1 inhibitor	PG9 Ab binder	SMARCA2 activ	NR1D1 modulator	ASAP1 GAP inh	NPR2 activator
COC(=O)c1sc(C(F)(F)F)c(-c2ccccc2)c1S(=O)(=O)N1CCCC1	-10	1	6	-0.4	0	24*	-11	-11

# (listing goes on)
SMILES,ABHD4 inh,NPR1 activator,HTRA1 inh,ARFGAP1 inhibitor,PG9 Ab binder,rCAG binder,SMARCA2 activ,NR1D1 modulator,ASAP1 GAP inh,NPR2 activator
O=C(CC[C@H]1O[C@@H](n2ccc(=O)[nH]c2=O)[C@H](O)[C@@H]1O)N[C@@H](Cc1ccccc1)C(=O)NCC1CCCO1 (some centres not stated),6,-2,/,-1,-0.1,1,-5,5,-3,3
Brc1ccc(-c2cnnc(N3CCCC3)n2)cc1,-8,-2,2,-1,-2.4,6,0,-3,-14,-8
CSc1ccc(CCNC(=O)C2CCN(c3nnc(-n4cccc4)s3)CC2)cc1,-4,-2,-6,-8,1.5,5,-1,-6,1,-7
O=C(NCC(=O)N(Cc1ccccc1)C(C(=O)NCC1CCCO1)c1ccccc1)c1ccco1 (configuration not stated),-2,3,4,12,0.0,-6,0,-2,7,3
O=S(=O)(c1cccc2nsnc12)N1CCOCC1,0,0,3,9,1.2,0,0,1,1,0
COC(=O)CNC(=O)CSc1ccccn1,-10,-9,6,-2,0.8,-2,-2,-3,11,-2
CCOC(=O)/C(C#N)=C/c1c(N2CCCCCC2)nc2ccccn2c1=O,-6,1,-6,11,0.9,-3,-3,5,11,4
COC(=O)c1ccc(COc2ccccc2/C=N/NC(=O)c2cccnc2)cc1,-14,-12,-15,5,-3.2,-5,-1,2,0,-7
CC(C)c1cc(C(=O)N(C2CCCCC2)C2CCCCC2)no1,6,-2,/,/,/,-1,0,-4,/,-2
CC1CCN(C(=O)Cn2cc([N+](=O)[O-])ccc2=O)c2ccccc2S1 (configuration not stated),2,-1,4,9,0.1,3,1,-1,-4,-3
Cc1ccc(C(=O)OCC(=O)Nc2ccc(C)c(S(=O)(=O)N3CCCCC3)c2)c(O)c1,3,0,-3,18,-1.5,4,-4,0,11,-5
CCCCN(C)CCNC(=O)c1cn(C)c(=O)c2c1c1ccccc1n2C,8,4,11,4,-0.1,5,-2,5,6,2
O=S(=O)(NCCSc1ccc(Cl)cc1)c1ccc2c(c1)OCCO2,2,-1,-28,6,-0.4,0,-2,-2,0,4

# By substructure: the compounds so far with an aryl methoxy group
SMILES,ABHD4 inh,NPR1 activator,HTRA1 inh,ARFGAP1 inhibitor,PG9 Ab binder,rCAG binder,SMARCA2 activ,NR1D1 modulator,ASAP1 GAP inh,NPR2 activator
COc1ccc2c(c1)C(=NO)c1cc(OC)ccc1-2,-13,-3,-18,20,3.1,10,4,3,10,-1
COc1ccc(CN(C)C[C@@H]2OCc3cnnn3CCCC(=O)N([C@H](C)CO)C[C@H]2C)cc1,9,0,1,7,-0.4,1,-2,2,-8,0
COc1ccc(C(=O)CSc2nnc(CNC(=O)c3ccccc3)o2)cc1,3,2,0,12,8.4,-4,-1,2,0,1
CCOC(=O)[C@]12CCCC=C1N(CCc1ccc(OC)c(OC)c1)C(=O)[C@H](CC(=O)NCc1ccccc1)C2,10,3,/,10,-1.2,1,0,-6,9,2
COc1cccc(NC(=O)n2ccc3ccc(-c4ccc5ccn(C(=O)Nc6cccc(OC)c6)c5c4)cc32)c1,-113,3,/,/,/,31,-3,5,/,12
COc1ccc(CC(=O)Nc2cc(S(=O)(=O)N3CCOCC3)ccc2N2CCOCC2)cc1,4,0,-2,3,1.3,-2,-2,-3,1,2
COc1ccc(Cl)cc1C(=O)OCC(=O)N1CCCC(C)C1 (configuration not stated),1,0,3,-3,-0.3,2,1,10,-7,-1

# Hits appear at their usual frequency; any-hit rate near 4.4%.
